Source: PubChem BioAssay (Fisher Drug Discovery Resource Center)
mcGAS inh = cyclic GMP-AMP synthase inhibitors, mouse, primary biochemical chemiluminescence. Q8C6L5. recombinant cGAS, Kinase-Glo ATP depletion luminescence. inhibition, % at 12.5 µM. hit rate 0.15% among 160,000. AID 1259399, 2018;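 also: 0% = negative control wells and 100% = reference inhibitor with no enzyme activity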
hcGAS lum = Primary biochemical luminescence assay for human cyclic GMP-AMP synthase inhibitors; Q8N884; recombinant h-cGAS, ATP depletion, Kinase-Glo luminescence; inhibition, % at 12.5 µM; hit rate 0.081% among 290,000; AID 1259398, 2018;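 also: 0% = vehicle reaction and 100% = reaction without DNA for no activity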
Target sequence (Q8N884 whole entry, looked up): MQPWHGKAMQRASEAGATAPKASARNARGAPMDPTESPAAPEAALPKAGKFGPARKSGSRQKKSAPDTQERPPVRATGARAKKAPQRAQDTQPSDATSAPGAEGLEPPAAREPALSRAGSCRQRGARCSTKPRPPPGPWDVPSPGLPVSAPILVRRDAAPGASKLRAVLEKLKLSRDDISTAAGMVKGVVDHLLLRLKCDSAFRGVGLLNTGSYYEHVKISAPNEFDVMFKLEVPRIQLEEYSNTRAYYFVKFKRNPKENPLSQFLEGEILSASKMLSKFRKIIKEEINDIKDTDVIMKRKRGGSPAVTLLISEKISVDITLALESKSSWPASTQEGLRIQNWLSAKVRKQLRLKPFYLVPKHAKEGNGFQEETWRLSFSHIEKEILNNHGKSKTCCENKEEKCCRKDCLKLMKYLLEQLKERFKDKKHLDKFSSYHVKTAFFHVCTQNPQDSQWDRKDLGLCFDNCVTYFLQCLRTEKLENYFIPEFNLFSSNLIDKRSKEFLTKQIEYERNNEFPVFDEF
NPYLR7 agonist = agonists of mosquito NPYLR7 receptor, primary screen, cell-based, Aedes aegypti, calcium fluorescence, mosquito biting behavior. HEK293T NPYLR7/Galpha15, GCaMP6s calcium fluorescence. activation, % at 10 µM. hit rate 0.15% among 270,000. AID 1259423, 2018; in the data active = activation above about 40%;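 also: 0% = vehicle and 100% = reference agonist at the receptor; some compounds past the cut are filed as inactive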
The depositor's hits bear a star; nt = not tested or not shown; & = joins results of further samples. Rule as the data show it, unless noted: active = inhibition above about 40%; inactive = the rest.

SMILES | mcGAS inh | hcGAS lum | NPYLR7 agonist
CCC(=O)NCCc1cc2c(C)ccc(C)c2[nH]c1=O | -4.2 | -2.8 | 0.6
O=C(c1ccc(OC2CCN(C(=O)C3CC3)CC2)cc1)N1CCN(CC2CC2)CC1 | -4.0 | -4.7 | 9.9
CC(C)(C)n1ccc2c(cnc3nc(-c4ccccc4)nn32)c1=O | nt | -4.7 | 0.1
Cc1nc(-c2ccccc2)sc1C(=O)Nc1c(C)nc2ccc(Cl)cn2c1=O | nt | -15.0 | 3.8
CC(C)[C@@H]1C[C@@H]2C[C@H](N3CC(=O)N(c4ccccc4)C3=O)C[C@@H]2CO1 | 0.0 | 11.1 | -6.1
CC(C)c1ccc(NC(=O)C(C2CCCC2)N2CCN(C(=O)CCc3ccccc3)CC2)cc1 (stereo unspecified) | -5.9 | -7.0 | 0.6
CC(C)C(CO)NC(=O)CC(=O)NC(CO)C(C)C (stereo unspecified) | nt | -3.8 | -1.2
C=CCn1cnc2c(-c3cccc(F)c3)csc2c1=O | -8.5 | -8.2 | -2.9
O=C(c1c(Cl)cccc1Cl)N1CCC(n2nc(-c3ccccc3)cc2-c2ccccc2)CC1 | -1.1 | -3.9 | 25.6
CCC(COC)NCc1cnc(SC)nc1N1CCN(c2ccc(F)cc2)CC1 (stereo unspecified) | -6.3 | -4.1 | 0.4
CC(c1ccccc1)N(Cc1nc(C(=O)NCCN2CCOCC2)co1)Cc1ccc(F)cc1F (stereo unspecified) | -5.1 | -6.8 | 18.3
CCC(C)CN(CC(=O)N1CCc2sccc2C1COc1ccccc1F)C(=O)c1ccc(OC)cc1 (stereo unspecified) | -3.8 | -4.0 | -1.7
Cc1nc2ncc(-c3cc(NCCN(C)C)nc4[nH]ccc34)cc2[nH]1 | nt | 3.5 | -9.7
CC(=O)Nc1c(C)nc2cc(C)ccn2c1=O | nt | -5.3 | 4.4
O=C(Cc1c[nH]c2ccc(Cl)cc12)NCC1(O)CCSC1 (stereo unspecified) | nt | 6.0 | 2.3
COc1cccc(CNC(=O)Cn2nc(C)cc2C)c1 | nt | 0.4 | -1.7
COc1ccc(-c2coc3cc(OC)cc(OC)c3c2=O)cc1 | nt | 3.1 | -9.9
O=S(=O)(NCCOc1ccc(-c2cccs2)nn1)c1cccnc1 | -6.3 | -8.3 | -0.7
CC(Cl)C(=O)N1CCN(c2nccc(-c3ccco3)n2)CC1 (stereo unspecified) | -6.5 | -8.5 | -6.6
CCn1c(C2CCCN(C(=O)c3cc4c(nc3OC)CCC4)C2)n[nH]c1=O (stereo unspecified) | nt | -3.1 | 0.5
CCOc1cccc2cc(C(N)=O)c(=Nc3ccc(OC)cc3)oc12 | -4.2 | -4.1 | -7.5
CCc1ccc2nc(N(CCN(C)C)C(=O)CCS(=O)(=O)c3ccccc3)sc2c1 | -6.4 | -6.1 | -9.6
CC(C)(C)c1cc(N2CCOCC2)nc(SCc2cccc(C(=O)O)c2)n1 | -3.4 | -0.4 | 11.7
CC(c1ccc(-c2ccccc2CN2CCNCC2)cc1)N1CCOCC1 (stereo unspecified) | nt | -3.4 | 0.9
CC1(C)NC(=O)N(c2ccc([N+](=O)[O-])c(C(F)(F)F)c2)C1=O | -4.6&0.1 | -2.1&6.2&-9.5&2.5 | -7.9&-5.9&-3.3&0.4

Random excerpt: two compounds from above.
SMILES | mcGAS inh | hcGAS lum | NPYLR7 agonist
CCC(COC)NCc1cnc(SC)nc1N1CCN(c2ccc(F)cc2)CC1 (stereo unspecified) | -6.3 | -4.1 | 0.4
CC(c1ccc(-c2ccccc2CN2CCNCC2)cc1)N1CCOCC1 (stereo unspecified) | nt | -3.4 | 0.9

Compound profiles, as listed above. Values in the order: mcGAS inh, hcGAS lum, NPYLR7 agonist
Results for O=C(c1ccc(OC2CCN(C(=O)C3CC3)CC2)cc1)N1CCN(CC2CC2)CC1 = -4.0, -4.7, 9.9
Results for CC(=O)Nc1c(C)nc2cc(C)ccn2c1=O = nt, -5.3, 4.4

(next part)
SMILES | mcGAS inh | hcGAS lum | NPYLR7 agonist
O=C(c1ccc(I)cc1)N1CCCc2ccccc21 | nt | 0.3 | 4.2
N#Cc1cc(C(=O)c2cc(Cl)cc(Cl)c2O)cn(-c2nccs2)c1=O | nt | -0.5 | 135.3*
COCCN(Cc1nccn1Cc1c(F)cccc1Cl)C(=O)c1cccs1 | -3.4 | 2.2 | 7.9
COc1ccc(C(=O)N(Cc2cccnc2)c2nc3c(Cl)cccc3s2)cc1OC | 0.2 | 2.2 | -25.7
CN(CC(=O)Nc1ccccc1Br)C(=O)CCc1ncc(-c2ccccc2)o1 | nt | -6.3 | 6.0
Cc1ccc(-n2cnnc2SCC(C#N)CCC#N)cc1Cl (stereo unspecified) | nt | -4.8 | 0.3
Cc1ccc(NC(=O)CN2C(=O)NC(C)(c3ccco3)C2=O)c(F)c1 (stereo unspecified) | nt | -0.9 | 3.0
Cc1c(C)n2c3c(=O)n(C)c(=O)n(C)c3nc2n1Cc1ccc(Cl)cc1Cl | nt | -11.7 | 13.3
CCCSc1ncc(CN2CCOC(CN)C2)cn1 (stereo unspecified) | nt | -4.8 | 2.6
COCCN(CC(=O)N1CCc2sccc2C1COc1ccccc1OC)C(=O)c1cccc(F)c1 (stereo unspecified) | -6.1 | -4.4 | -2.3
Clc1ccc(-c2nnn3c2nc(N2CCOCC2)c2ccccc23)cc1 | -9.3 | -4.7 | -2.6
CCCc1nc(N2CCCN(c3ncccn3)CC2)c2cnn(C)c2n1 | -17.1 | -5.6 | -2.6
CCn1cc(C(CC(=O)N2CCN(c3ccccc3OC)CC2)c2cccc(C)c2)c2ccccc21 (stereo unspecified) | -0.1 | 4.9 | 2.1
Cc1ccc(C(=O)NCCn2cc(SCC(N)=O)c3ccccc32)cc1C | nt | -5.0 | 10.0
CC1(C)CC2(C)OCCN2C(=S)N1 (stereo unspecified) | nt | -1.8 | 4.3
C=c1occc1=C1NN=C(SCC(=O)N(Cc2ccccc2)c2ccccc2)O1 | -5.4 | 1.7 | -3.6
CCCN1CCC(Cc2noc(CC3CNCCO3)n2)CC1 (stereo unspecified) | nt | -10.2 | 16.5
COc1ccc(Br)c(CC(=O)OCCc2scnc2C)c1 | nt | -4.1 | 8.3
Cc1cnn(C2CCN(C(=O)NCc3cc(F)ccc3F)CC2)c1 | nt | 5.3&1.8 | -30.4&-6.0
COCC(=O)Nc1ccc(N2CCN(S(=O)(=O)c3ccc(OC)cc3OC)CC2)nc1 | -6.7 | -3.1 | 16.7
COc1ccnc(N2CCN(C(=O)NCc3ccccc3OC(C)(C)C)CC2)c1 | nt | 1.9 | 3.1
O=C1CCCCCN1CC(=O)N1CCCOC(Cn2cccn2)C1 (stereo unspecified) | -7.4 | -11.5 | nt
O=S(=O)(Nc1ccc(-n2cnnn2)cc1)c1cccs1 | nt | -6.5 | -0.6
O=C(CC(c1ccccc1)c1ccc2c(c1)OCO2)NCCc1cccnc1 (stereo unspecified) | nt | -8.2 | 2.1
COc1ccc(C(=O)Nc2ccc(Cl)c(-c3nc4cc(C)ccc4o3)c2)cc1OC | -5.7 | -7.6 | -1.3

In the list so far, these contain bromine.
SMILES | mcGAS inh | hcGAS lum | NPYLR7 agonist
CN(CC(=O)Nc1ccccc1Br)C(=O)CCc1ncc(-c2ccccc2)o1 | nt | -6.3 | 6.0
COc1ccc(Br)c(CC(=O)OCCc2scnc2C)c1 | nt | -4.1 | 8.3

Later entries.
SMILES | mcGAS inh | hcGAS lum | NPYLR7 agonist
C=CCN(CC(=O)N1CCc2sccc2C1c1ccc(Cl)cc1Cl)S(=O)(=O)c1cccc(C(F)(F)F)c1 (stereo unspecified) | -5.1 | -8.4 | -1.8
NC(=O)c1ccc(C(=O)N2CCC(=Cc3ccccc3)CC2)cc1 | nt | -13.0 | 6.7
OC(Cc1ccccc1)CN(Cc1ccc(F)cc1)Cc1cccs1 (stereo unspecified) | -4.9 | -9.6 | 32.0
CC(N)=C(C#N)C(=O)COC(=O)CCN1C(=O)C2CC=CCC2C1=O (stereo unspecified) | nt | -7.6 | 1.6
O=C(CN1CCN(c2ncccn2)CC1)N1CCC2(CCCO2)CC1 | 0.1 | 3.5 | -1.7
CCONC(=O)COc1ccc(Oc2ccccc2)cc1 | nt | -2.3 | 6.6
COCCN(Cc1ccccc1OS(=O)(=O)c1ccc(NC(C)=O)cc1)C(=O)CC(C)(C)C | -1.1 | 6.1 | -11.0
CCn1cc(Cl)c(C(=O)Nc2cccc(CN3CCOCC3)c2)n1 | nt | 1.1 | 13.0
Clc1ccc2nc(C3CCCN3Cc3nc(-c4cnccn4)no3)[nH]c2c1 (stereo unspecified) | -10.6 | -7.6 | 16.5
O=C1c2cccc3c(Br)ccc(c23)C(=O)N1CCO | nt | -1.7 | -3.0
CCOc1cccc(/C=C/C(=O)O)c1OC1CCCCC1 | -5.8 | -1.9 | -3.6
Cc1nc2sccn2c(=O)c1NC(=O)c1ccccc1 | 0.4 | -2.0 | -10.3
COc1cc(OC)cc(C(=O)Nc2cccc(C3SCC(=O)N3c3cccc(OC)c3)c2)c1 (stereo unspecified) | -3.8 | -7.2 | 22.0
CCCCn1c(CNC(=O)C23CC4CC(CC(C4)C2)C3)nnc1SCCC | -7.5 | -3.5 | -2.0
COc1ccc(NC(=O)CCC2CCCN(C(=O)c3ccccc3SC)C2)cc1Cl (stereo unspecified) | -7.1 | 1.6 | 2.8
CCN1C(=O)C2(CC(=O)N(CCOc3ccccc3)C2=O)c2cc(OC)ccc21 (stereo unspecified) | -1.6 | -5.1 | 11.4
CN(C)CCNC(=O)C1(C)Cc2c(-c3cccc(C(F)(F)F)c3)ccnc2O1 (stereo unspecified) | -6.9 | -9.7 | 0.7
CS(=O)(=O)N1CCCCCC1C1CCN(c2ncnc3ccsc23)CC1 (stereo unspecified) | nt | -4.0 | 7.4
CS(=O)(=O)c1cccc(-c2cc3c(cn2)ncn3Cc2cccnc2)c1 | -3.3 | -1.9 | 4.5
CCCCCCc1cc2c(-c3ccccc3)cc(=O)oc2cc1OCC(N)=O | -7.7 | -3.8 | -1.0
CS(=O)(=O)c1ccc2nc(NC(=O)c3ccc(S(=O)(=O)NCC4CCCO4)cc3)sc2c1 (stereo unspecified) | -7.3 | -5.8 | -7.0
Cc1ccc(-c2nc3cc(C)cc(C)n3c2NC(C)(C)CC(C)(C)C)cc1 | -6.2 | -5.8 | nt
O=C(NCC1COc2ccccc2O1)c1ccc(SC(F)(F)F)cc1 (stereo unspecified) | -3.1 | -2.1 | -4.8
CCOc1ccc2[nH]c(=O)c(CN3CCCN(C(=O)C4CC4)CC3)cc2c1 | nt | -5.3 | 10.3
CCNC(=O)C1(C)CCCN1Cc1ccccc1Cl (stereo unspecified) | nt | -18.3 | 1.9
Cc1nn(CC(=O)NCCN2CCCCC2CO)cc1Cl (stereo unspecified) | 1.1 | 6.6 | nt
O=C(O)c1ccccc1-c1c(-c2ccccc2)ncn1Cc1cccnc1 | nt | -2.1 | 12.9
COc1cc2c(cc1OC)C1CCC3=C([C@H](C)OC3=O)N1CC2 (stereo partly specified) | -5.0 | -0.7 | 3.1
COc1cn(CC(=O)Nc2ccc(C)cc2)c(CSc2ccccc2)cc1=O | -10.5 | -6.2 | -3.8
COc1ccccc1C(=O)C1CCCN(C(=O)Cc2sc(C)nc2C)C1 (stereo unspecified) | -8.7 | -6.7 | 0.0

Another view of some results above:
Results follow in this order: mcGAS inh | hcGAS lum | NPYLR7 agonist
- CS(=O)(=O)N1CCCCCC1C1CCN(c2ncnc3ccsc23)CC1 (stereo unspecified)
→ nt | -4.0 | 7.4
- CS(=O)(=O)c1cccc(-c2cc3c(cn2)ncn3Cc2cccnc2)c1
→ -3.3 | -1.9 | 4.5
- CCCCCCc1cc2c(-c3ccccc3)cc(=O)oc2cc1OCC(N)=O
→ -7.7 | -3.8 | -1.0
- CS(=O)(=O)c1ccc2nc(NC(=O)c3ccc(S(=O)(=O)NCC4CCCO4)cc3)sc2c1 (stereo unspecified)
→ -7.3 | -5.8 | -7.0
- Cc1ccc(-c2nc3cc(C)cc(C)n3c2NC(C)(C)CC(C)(C)C)cc1
→ -6.2 | -5.8 | nt
